OXTR potentiate = human OXTR potentiators, primary screen, fluorescence, CHO-OTR cells, Fluo-8 calcium. Oxytocin receptor (Homo sapiens), P30559. Fluo-8 calcium fluorescence, potentiator mode; 0% = oxytocin EC15, 100% = EC100. activation, % at 3 µM. 320,000 tested, 0.061% active. AID 2445, 2010;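 active = activation above that plate's cutoff, the mean activation of tested compounds plus 3 SD, cut at about 6.6% in these data, passing the limit was not always enough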;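 note: 100% uses oxytocin at 75 nM as the full agonist control; some results filed as inactive read as strong as hits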
Target sequence (P30559 whole entry, looked up): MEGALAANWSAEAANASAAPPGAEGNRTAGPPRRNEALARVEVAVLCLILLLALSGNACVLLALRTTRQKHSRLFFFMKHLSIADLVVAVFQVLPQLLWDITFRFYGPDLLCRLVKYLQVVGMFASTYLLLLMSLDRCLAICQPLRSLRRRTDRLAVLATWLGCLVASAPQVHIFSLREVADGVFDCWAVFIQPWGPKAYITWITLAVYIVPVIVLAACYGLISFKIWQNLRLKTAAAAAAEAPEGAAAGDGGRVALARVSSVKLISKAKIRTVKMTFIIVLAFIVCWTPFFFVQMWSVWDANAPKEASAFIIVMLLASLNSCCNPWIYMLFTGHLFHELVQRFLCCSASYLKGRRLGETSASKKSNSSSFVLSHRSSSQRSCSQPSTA
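Replication – single well per compound, singlicate · Assay system – CHO cell line stably expressing human OTR · Timing – 6 min pre-incubation, 100 s read · Measure – normalized max/min fluorescence ratio, % activation · Doses – 3.0 µM, one dose · Detection – Fluo-8 calcium dye fluorescence · Probe or stimulus – oxytocin near EC15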
M1 PAM parental = nonselective calcium activators in parental CHO-K1 cells, primary screen, counter-screen for M1 PAM project, cell-based, Fluo-8 calcium fluorescence, full deck, 1536-well. ATP EC20; 0% at ATP EC20, 100% at ATP max. activation, % at 3 µM. 360,000 tested, 0.02% active;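 active = activation above the run cutoff, the mean activation of all test compounds plus 3 SD, cut at about 40% in these data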;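 note: peak over basal fluorescence ratio in a 140 s read after ATP addition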
TAAR1 antagonist = human TAAR1 antagonists, primary screen, Fluo-8 calcium fluorescence, CHO RD-HGA16 cells; 360,000 tested, 1.5% active; inhibition, % at 3 µM; AID 624466, 2012; antagonist;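 active = inhibition above a per-plate cutoff, the mean inhibition of test compounds on that plate plus 3 SD, cut at about 49% in these data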;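 note: 0% = DMSO plus EC80 beta-PEA response and 100% = DMSO alone without agonist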
Target sequence (Q96RJ0 whole entry, looked up): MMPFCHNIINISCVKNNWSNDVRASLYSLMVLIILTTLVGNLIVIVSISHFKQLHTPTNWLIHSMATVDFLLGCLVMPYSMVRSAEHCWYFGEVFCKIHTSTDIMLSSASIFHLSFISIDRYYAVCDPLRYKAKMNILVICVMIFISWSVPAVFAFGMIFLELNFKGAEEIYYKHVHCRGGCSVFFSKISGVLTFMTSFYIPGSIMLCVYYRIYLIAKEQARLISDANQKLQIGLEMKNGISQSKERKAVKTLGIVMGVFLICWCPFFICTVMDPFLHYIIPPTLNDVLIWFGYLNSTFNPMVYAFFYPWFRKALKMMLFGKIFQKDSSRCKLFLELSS
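test system = CHO RD-HGA16 cells bearing hTAAR1 | replication = singlicate | controls = DMSO-only wells and EC80 β-PEA-stimulated wells | reagent = EC80 β-phenethylamine stimulus | read-out basis = percent inhibition of PEA-evoked calcium signal, max/basal emission ratio | schedule = seeding 17-24 h prior, 75-min 37 °C, 30-min RT dye loading | signal = kinetic Fluo-8 calcium fluorescence measurement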
GPR7 antag = GPR7 receptor antagonists, primary screen, cell-based, fluorescence, single concentration. Neuropeptides B/W receptor type 1 (Homo sapiens), P48145. GPR7-expressing cells, fluorescence antagonist assay. inhibition, % at 4.4 µM. 290,000 tested, 1.1% active. AID 1861, 2009; in the data active = inhibition above about 16%, passing the limit was not always enough;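 note: cells stimulated with the agonist NPW; 0% = agonist with vehicle and 100% = vehicle without agonist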
Target sequence (P48145 whole entry, looked up): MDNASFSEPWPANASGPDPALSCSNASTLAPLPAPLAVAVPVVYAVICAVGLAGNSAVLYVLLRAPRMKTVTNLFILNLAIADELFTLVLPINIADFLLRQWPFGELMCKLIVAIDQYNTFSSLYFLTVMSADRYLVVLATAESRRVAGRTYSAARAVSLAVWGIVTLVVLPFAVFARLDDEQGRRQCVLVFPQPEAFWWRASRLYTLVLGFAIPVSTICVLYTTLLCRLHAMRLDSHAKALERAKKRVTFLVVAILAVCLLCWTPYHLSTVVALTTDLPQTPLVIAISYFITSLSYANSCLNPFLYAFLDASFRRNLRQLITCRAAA
OXTR agonist = human OXTR agonists, primary screen, fluorescence, CHO-OTR cells, Fluo-8 calcium; Oxytocin receptor (Homo sapiens), P30559; Fluo-8 calcium fluorescence; normalized: DMSO 0%, oxytocin 100%; activation, % at 3 µM; 320,000 tested, 0.32% active; AID 2435, 2010;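 active = activation above the mean of all tested compounds plus 3 SD, cutoff set per screening run, cut at about 20% in these data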;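 note: peak over basal fluorescence ratio from a 100 s FLIPR kinetic read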
CHO-K1 Ca ag = counter-screen for M1 agonists: effect in parental CHO-K1 cells | activation, % at 3 µM | Fluo-8 calcium fluorescence; scaled to maximal ATP response, vehicle zero | 360,000 tested, 0.48% active | AID 602248, 2012; in the data active = activation above about 15%;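 note: untransfected CHO-K1 host cells lacking M1 receptor as counterscreen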
CHO-K1 Ca antag = M1 antagonist counterscreen hit in parental CHO-K1 cells | ATP-induced calcium, Fluo-8 fluorescence | inhibition, % at 3 µM | 360,000 tested, 0.6% active | AID 602250;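 active = inhibition above a per-plate cutoff, the plate's mean sample inhibition plus 3 SD, cut at about 24% in these data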;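 note: 0% = DMSO plus EC80 ATP and 100% = DMSO alone without ATP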
V1aR counter = agonists of human V1a receptor, primary screen, counter-screen for OXTR agonist project, fluorescence, CHO-V1R cells; Fluo-8 calcium fluorescence, agonist mode; 0% DMSO, 100% 3 nM vasopressin; activation, % at 3 µM; 320,000 tested, 0.25% active;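 active = activation above the mean activation of all tested compounds plus 3 SD, per screening run, cut at about 20% in these data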;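 note: signal is peak over basal fluorescence ratio across a 100 second FLIPR read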
CHO parental Ca = ATP-evoked calcium signal inhibitors, parental CHO, primary screen, counter-screen for OX1R antagonist project, cell-based, fluorescence, Fluo-8 calcium dye; parental CHO-K1, ATP-induced calcium, Fluo-8 fluorescence; inhibition, % at 5.6 µM; AID 463079, 2010; 330,000 tested, 0.63% active;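 active = inhibition above that plate's mean sample inhibition plus 3 SD, cut at about 26% in these data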;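 note: 0% = ATP-challenged DMSO wells and 100% = DMSO wells without ATP; some compounds past the cut are filed as inactive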
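Material: parental CHO cells / Compound: single nominal dose of 5.6 µM per compound / Signal: Fluo-8 fluorescence / Replicates: singlicate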
Starred values were filed as active, the others as inactive.

`COc1ccc(NC(=O)C2(C)Cc3c(-c4cccc(NC(C)=O)c4)ccnc3O2)cn1` (stereo unspecified) gave M1 PAM parental 13.6, TAAR1 antagonist -18.6, CHO-K1 Ca ag 1.6 and CHO-K1 Ca antag -6.5.
For Cc1ccccc1C(=O)Oc1ccc(Cl)cc1C(=S)N1CCOCC1 the results were OXTR potentiate -5.7, M1 PAM parental -2.2, TAAR1 antagonist -1.3, GPR7 antag -16.3, OXTR agonist -1.8, CHO-K1 Ca ag -0.4, CHO-K1 Ca antag -2.6, V1aR counter 0.1 and CHO parental Ca -24.2.
Screening Cc1ccnc(NC(=O)CSc2ccc3c(c2)OCCO3)c1 returned OXTR potentiate -3.6, M1 PAM parental 0.7, TAAR1 antagonist -20.0, OXTR agonist 1.4, CHO-K1 Ca ag 2.8, CHO-K1 Ca antag -5.4, V1aR counter 3.4 and CHO parental Ca -13.7.
For Cc1cnn(CCC(=O)NNC(=S)Nc2ccccc2)c1 the results were OXTR potentiate -4.4, M1 PAM parental 19.0, TAAR1 antagonist -12.3, GPR7 antag -2.3, OXTR agonist -0.1, CHO-K1 Ca ag 0.5, CHO-K1 Ca antag -9.6, V1aR counter -0.4 and CHO parental Ca -3.5.
For O=c1c2ccc([N+](=O)[O-])c3cccc(c32)c2nc3ccccc3n12 the results were OXTR potentiate -5.8, GPR7 antag 7.8, OXTR agonist -0.1, V1aR counter 1.8 and CHO parental Ca -2.7.
COc1ccc(C(=O)N2CCOC2CNC(=O)C(=O)NCCc2ccc(OC)c(OC)c2)cc1 (stereo unspecified) was read as OXTR potentiate -2.9, M1 PAM parental -4.7, TAAR1 antagonist 1.7, GPR7 antag -9.1, OXTR agonist -0.3, CHO-K1 Ca ag 1.3, CHO-K1 Ca antag 3.4, V1aR counter 0.8 and CHO parental Ca -11.0.
For CC(=O)Nc1nnc(SCC(=O)N2CCN(Cc3ccccc3)CC2)s1 the results were OXTR potentiate -11.2, M1 PAM parental 4.9, TAAR1 antagonist -1.4, GPR7 antag -9.1, OXTR agonist 0.5, CHO-K1 Ca ag 0.0, CHO-K1 Ca antag 8.8, V1aR counter -0.2 and CHO parental Ca 3.8.
`COc1ccccc1C(=O)N1C(CC(=O)Nc2ccc(C)c(C)c2)C(=O)NC2CCCCC21` (stereo unspecified) gave OXTR potentiate -14.0, M1 PAM parental 1.4, TAAR1 antagonist 46.0, GPR7 antag -22.0, OXTR agonist 3.3, CHO-K1 Ca ag 5.5, CHO-K1 Ca antag -7.6, V1aR counter 4.5 and CHO parental Ca -13.1.
For Cc1occc1C(=O)Nc1cc(S(=O)(=O)N2CCOCC2)ccc1OC(C)C the results were OXTR potentiate 2.7, M1 PAM parental 7.4, TAAR1 antagonist -3.9, OXTR agonist -1.5, CHO-K1 Ca ag -0.3, CHO-K1 Ca antag -7.1, V1aR counter -0.1 and CHO parental Ca -21.5.
`N#Cc1ccc(OCC(=O)Nc2nc(-c3ccncc3)cs2)cc1` gave OXTR potentiate -1.8, M1 PAM parental -15.8, TAAR1 antagonist 12.9, OXTR agonist 1.1, CHO-K1 Ca ag 0.6, CHO-K1 Ca antag -8.4, V1aR counter 1.2 and CHO parental Ca -5.3.
Cc1c(C(=O)Nc2ccc(C(=O)Nc3ccccc3)cc2)cccc1[N+](=O)[O-] was read as OXTR potentiate -3.8, M1 PAM parental 7.3, TAAR1 antagonist -2.7, GPR7 antag 8.6, OXTR agonist 3.4, CHO-K1 Ca ag 0.1, CHO-K1 Ca antag -6.3, V1aR counter 3.4 and CHO parental Ca 3.4.
`COc1ccccc1NC(=O)CC(=O)CSc1nnc(-c2ccc(C)cc2)n1C` gave OXTR potentiate -7.3, M1 PAM parental 5.1, TAAR1 antagonist -4.0, GPR7 antag -1.7, OXTR agonist -2.7, CHO-K1 Ca ag -0.6, CHO-K1 Ca antag -4.1, V1aR counter 0.0 and CHO parental Ca -17.3.

As a working copy, some entries already given.
`COc1ccc(NC(=O)C2(C)Cc3c(-c4cccc(NC(C)=O)c4)ccnc3O2)cn1` (stereo unspecified) gave M1 PAM parental 13.6, TAAR1 antagonist -18.6, CHO-K1 Ca ag 1.6 and CHO-K1 Ca antag -6.5.
For Cc1ccccc1C(=O)Oc1ccc(Cl)cc1C(=S)N1CCOCC1 the results were OXTR potentiate -5.7, M1 PAM parental -2.2, TAAR1 antagonist -1.3, GPR7 antag -16.3, OXTR agonist -1.8, CHO-K1 Ca ag -0.4, CHO-K1 Ca antag -2.6, V1aR counter 0.1 and CHO parental Ca -24.2.
Screening Cc1ccnc(NC(=O)CSc2ccc3c(c2)OCCO3)c1 returned OXTR potentiate -3.6, M1 PAM parental 0.7, TAAR1 antagonist -20.0, OXTR agonist 1.4, CHO-K1 Ca ag 2.8, CHO-K1 Ca antag -5.4, V1aR counter 3.4 and CHO parental Ca -13.7.
For Cc1cnn(CCC(=O)NNC(=S)Nc2ccccc2)c1 the results were OXTR potentiate -4.4, M1 PAM parental 19.0, TAAR1 antagonist -12.3, GPR7 antag -2.3, OXTR agonist -0.1, CHO-K1 Ca ag 0.5, CHO-K1 Ca antag -9.6, V1aR counter -0.4 and CHO parental Ca -3.5.

(cont.)
Cc1ccc(C(=O)C2=C(O)C(=O)N(CCCn3ccnc3)C2c2ccc(OC(C)C)cc2)o1 (stereo unspecified) was read as OXTR potentiate -2.6, M1 PAM parental 17.9, TAAR1 antagonist -2.0, GPR7 antag -3.9, OXTR agonist 0.6, CHO-K1 Ca ag 0.2, CHO-K1 Ca antag -12.6, V1aR counter 1.7 and CHO parental Ca -11.1.
For CN(C(=O)c1cccc(NC(=O)Cc2ccc(NC(=O)C3CCN(C(=O)C4CCCCC4)CC3)cc2)c1)C1CCCCC1 the results were M1 PAM parental 6.7, TAAR1 antagonist 11.9, CHO-K1 Ca ag -0.5 and CHO-K1 Ca antag 4.9.
For COC(=O)c1ccccc1COc1cccn2c(N(C)CC3CC3)c(C)nc12 the results were M1 PAM parental -10.4, TAAR1 antagonist -16.5, CHO-K1 Ca ag 7.4 and CHO-K1 Ca antag 9.6.
Screening COc1cccc(NC(=O)Cn2c3ccccc3c3nc4n(c(=O)c32)CCCS4)c1 returned OXTR potentiate 3.9, M1 PAM parental -29.6, TAAR1 antagonist -7.8, GPR7 antag -4.5, OXTR agonist 0.6, CHO-K1 Ca ag 0.7, CHO-K1 Ca antag 7.3, V1aR counter 1.8 and CHO parental Ca -31.2.
`COc1ccc2c(c1)-c1c(sn(-c3ccc(OC)c(OC)c3)c1=S)C(C)(C)N2` gave OXTR potentiate -21.1, M1 PAM parental 18.5, TAAR1 antagonist 3.6, GPR7 antag -16.1, OXTR agonist -2.4, CHO-K1 Ca ag -0.2, CHO-K1 Ca antag -9.6, V1aR counter -1.1 and CHO parental Ca -27.2.
Screening COc1cc(C2C(C(=O)N3CCOCC3)=C(C)NC3=C2C(=O)CCC3)ccc1OC(C)=O (stereo unspecified) returned OXTR potentiate -3.4, M1 PAM parental 3.7, TAAR1 antagonist -11.6, GPR7 antag -0.1, OXTR agonist -0.1, CHO-K1 Ca ag -0.3, CHO-K1 Ca antag -2.9, V1aR counter 0.3 and CHO parental Ca -8.8.
For COc1ccc(S(=O)(=O)Nc2cccc3c2O[C@H](CN(C)CC2CCCCC2)[C@@H](C)CN([C@H](C)CO)C3=O)cc1 the results were OXTR potentiate 8.2, M1 PAM parental 0.9, TAAR1 antagonist 2.1, OXTR agonist 1.6, CHO-K1 Ca ag -0.2, CHO-K1 Ca antag 7.0, V1aR counter -0.7 and CHO parental Ca -9.3.
CC1CCC(NC(=O)C(NS(=O)(=O)c2ccc(Br)cc2)C(C)C)CC1 (stereo unspecified) was read as M1 PAM parental 13.1, TAAR1 antagonist -34.2, CHO-K1 Ca ag 1.1 and CHO-K1 Ca antag -16.1.
For Cc1c(C(=O)OCC(=O)N2CCC(C)CC2)oc2ccccc12 the results were OXTR potentiate 2.2, M1 PAM parental -4.1, TAAR1 antagonist -7.2, OXTR agonist -2.5, CHO-K1 Ca ag 0.5, CHO-K1 Ca antag 2.0, V1aR counter -1.5 and CHO parental Ca -32.1.
For COc1ccc2c(c1OC)CN(C)CCc1cc3c(cc1C(O)C2)OCO3 (stereo unspecified) the results were OXTR potentiate -8.2, M1 PAM parental -3.0, GPR7 antag -8.0, OXTR agonist 1.7, CHO-K1 Ca ag 0.2, CHO-K1 Ca antag 18.7, V1aR counter 1.2 and CHO parental Ca 10.6.
COc1ccc(C)cc1S(=O)(=O)N1CCc2ccccc2C1 was read as OXTR potentiate -2.1, M1 PAM parental -3.3, TAAR1 antagonist -10.6, GPR7 antag 12.7, OXTR agonist -1.5, CHO-K1 Ca ag 0.6, CHO-K1 Ca antag -1.2, V1aR counter -0.2 and CHO parental Ca -14.4.
CN(Cc1ccccc1F)C(=O)CN1CCN(S(=O)(=O)c2ccc3c(c2)OCCCO3)CC1 was read as OXTR potentiate -5.9, M1 PAM parental -5.2, TAAR1 antagonist 11.4, OXTR agonist 6.0, CHO-K1 Ca ag 4.0, CHO-K1 Ca antag -19.8, V1aR counter 5.0 and CHO parental Ca -16.4.
`COC(=O)c1ccc(NC(=O)CCC(=O)c2ccc(F)cc2)cc1` gave OXTR potentiate -7.7, M1 PAM parental 8.5, TAAR1 antagonist 1.6, GPR7 antag -8.1, OXTR agonist 1.8, CHO-K1 Ca ag 4.0, CHO-K1 Ca antag -9.7, V1aR counter 2.5 and CHO parental Ca -18.0.
For O=C(C[C@H]1C[C@H](C(=O)N2CCOCC2)[C@@]2(CCC3CCCC3)c3[nH]c4ccc(Cl)cc4c3CCN2C1=O)NCCc1ccccn1 the results were M1 PAM parental 22.2, TAAR1 antagonist -5.0, CHO-K1 Ca ag 0.6, CHO-K1 Ca antag -13.9 and CHO parental Ca -13.8.
CC1CCCC(C)N1/N=C/c1ccc(N(C)C)cc1 (stereo unspecified) was read as OXTR potentiate -11.3, M1 PAM parental 11.7, TAAR1 antagonist -0.6, GPR7 antag 4.5, OXTR agonist 0.1, CHO-K1 Ca ag 0.4, CHO-K1 Ca antag -0.8, V1aR counter 1.0 and CHO parental Ca 10.4.

From PubChem

Compounds as they come (roughly 3.5% active in at least one column).
